Measles CPE = protection of cells from measles virus; 140,000 compounds, 1.5% hits; Measles virus-infected cells, CPE protection, absorbance; protection (pct of control), % at 4 µM; AID 841; in the data active = protection mostly above about 24%, no sharp cut-off; inactive = mostly below about 26%; also: some compounds called inactive have numbers as strong as hits
HCT116 PTEN-null = growth suppressors of cells with PTEN tumor suppressor deletion; 140,000 compounds, 1.2% hits; viability, % at 10 µM; AID 827; HCT116 PTEN-null viability, CellTiter-Glo, 60 h; stronger effect = lower value;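 active = viability at or below a set limit, 4 SD under the median of all tested compounds, cut at about 3.7% in these data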;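 also: PTEN knockout HCT116 line with beta catenin targeted HCT116 as companion control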
E-sel TNF inh = blocks E-selectin expression induced by TNF alpha; HUVEC TNFa-induced E-selectin immunofluorescence, high content; inhibition, % at 2 µM; 120,000 compounds, 0.71% hits; AID 1246;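 active = inhibition above the batch mean plus 3 SD, and confirmed as a hit on visual image review, cut at about 43% in these data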;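 also: 0% = TNF-stimulated DMSO wells and 100% = unstimulated control wells; not every result past the cut was called active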
BB579 growth dn = chemicals that inhibit yeast BB579 growth in restrictive medium (lifespan-shortening candidates). S. cerevisiae BB579 growth, OD615, 48 h. inhibition, % at 10 µM. 140,000 compounds, 0.51% hits;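 active = inhibition above a set limit, 3 SD over the mean compound inhibition, cut at about 44% in these data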; also: inactives centre near -24
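System: DeaD yeast strain BB579; buffer or medium: CSMM-D dextrose restrictive medium; technique: OD at 615 nm; schedule: 4 h cell preincubation, 48 h compound exposure, 30 °C humidified; doses: single 10 µM dose; controls: amphotericin B 10 µg/mL, positive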
NPY Y2 blocker = antagonists of human neuropeptide Y receptor Y2; AID 793; inhibition, % at 2.7 µM; 140,000 compounds, 0.99% hits; NPY-Y2 expressing cells, antagonist mode; P49146; in the data active = inhibition above about 17%;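 also: 0% = vehicle with agonist challenge and 100% = reference antagonist with challenge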
Target sequence (P49146 whole entry, looked up): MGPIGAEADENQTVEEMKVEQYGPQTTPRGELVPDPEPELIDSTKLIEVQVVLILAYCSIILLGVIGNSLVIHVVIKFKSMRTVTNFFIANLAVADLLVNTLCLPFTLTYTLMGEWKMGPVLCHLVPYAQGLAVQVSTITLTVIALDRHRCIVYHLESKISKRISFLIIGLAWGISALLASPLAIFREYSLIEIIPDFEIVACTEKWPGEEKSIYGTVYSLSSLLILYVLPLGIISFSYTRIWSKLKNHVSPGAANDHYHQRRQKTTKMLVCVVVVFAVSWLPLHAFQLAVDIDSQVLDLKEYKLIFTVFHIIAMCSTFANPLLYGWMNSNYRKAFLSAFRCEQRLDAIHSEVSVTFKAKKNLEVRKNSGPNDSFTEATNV
GALR2 antag = antagonists of human galanin receptor 2 (GALR2); inhibition, % at 4 µM; O43603; 140,000 compounds, 0.39% hits; GALR2-expressing cells, antagonist mode; in the data active = inhibition above about 27%;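 also: cells stimulated with galanin 1-16 at roughly its EC80; 0% = agonist challenge control and 100% = basal control without agonist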
Target sequence (O43603 whole entry, looked up): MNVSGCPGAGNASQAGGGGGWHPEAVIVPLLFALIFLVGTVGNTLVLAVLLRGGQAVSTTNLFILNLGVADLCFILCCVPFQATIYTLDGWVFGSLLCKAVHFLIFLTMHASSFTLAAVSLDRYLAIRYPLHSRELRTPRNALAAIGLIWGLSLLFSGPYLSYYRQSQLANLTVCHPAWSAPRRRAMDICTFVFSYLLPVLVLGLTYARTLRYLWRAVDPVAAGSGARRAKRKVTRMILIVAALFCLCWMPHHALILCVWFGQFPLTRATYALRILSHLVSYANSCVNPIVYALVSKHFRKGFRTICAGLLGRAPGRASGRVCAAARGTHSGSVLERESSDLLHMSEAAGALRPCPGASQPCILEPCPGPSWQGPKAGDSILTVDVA
MRP-1 activ = activators of MRP-1 | H69AR cells + doxorubicin, viability rescue, CellTiter-Glo | viability increase, % at 10 µM | 140,000 compounds, 0.61% hits | AID 799;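 active = viability gain under doxorubicin at or above a set limit, the compound median plus 3 SD, cut at about 4.7% in these data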;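 also: MRP-1 overexpressing cells given doxorubicin 25 µM after compound pretreatment; 18-22 h compound pretreatment then 72 h with doxorubicin before readout; 0% = doxorubicin-only wells and 100% = vehicle-treated cells without doxorubicin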
HCT116 bCat-KO = beta-catenin-lacking colon tumor cell growth suppression | HCT116 beta-catenin knockout viability, CellTiter-Glo, 60 h; stronger effect = lower value | viability, % at 10 µM | 140,000 compounds, 1.5% hits;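 active = viability at or under a set limit, the compound median less 4 SD, cut at about 6% in these data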;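 also: 0% = Hyamine 1622 control at 20 µM and 100% = untreated cell control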
Phagocytosis inh = inhibitors of macrophage phagocytosis. AID 1029. inhibition, % at 5 µM. 110,000 compounds, 0.07% hits. J774A.1 macrophage IgG-bead phagocytosis, imaging;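 active = inhibition above the mean of the plate negative controls plus 5 SD, cut at about 13% in these data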;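 also: phagocytic index as fraction of beads internalized from green versus red external bead signal; plate controls were DMSO negative control for no effect and cytochalasin-D positive control for full effect; some results beyond the cut were filed as inactive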
Yeast life ext = yeast lifespan extension; S. cerevisiae growth with nicotinamide, OD615; deaD strain in restrictive glucose medium; inhibition of the nicotinamide effect, % at 10 µM; 130,000 compounds, 0.68% hits; AID 775;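 active = inhibition above a set limit, placed 3 SD over the median of all compounds, cut at about 26% in these data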;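 also: 0% = nicotinamide-treated wells and 100% = cells grown without nicotinamide; some compounds called inactive have numbers as strong as hits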
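Assay system: engineered S. cerevisiae DeaD replicative-lifespan strain, galactose-grown log-phase cells; Buffer or medium: CSMM-D glucose medium, restrictive; Probe or stimulus: nicotinamide 1.5 mM; Compound: single dose 10 µM compound, 0.25% DMSO; Schedule: 4 h preincubation then 48 h treatment at 30 °C; Technique: OD615 measurement.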
Starred values were filed as active, the others as inactive; . = not tested or not shown. Rows were taken by chance; any-hit rate near 6.1%.

SMILES	Measles CPE	HCT116 PTEN-null	E-sel TNF inh	BB579 growth dn	NPY Y2 blocker	GALR2 antag	MRP-1 activ	HCT116 bCat-KO	Phagocytosis inh	Yeast life ext
O=C(NCc1ccccc1)C(=O)NCC(c1ccco1)N1CCOCC1 (stereo unspecified)	12	90	.	-8	2	14	-0.1	98	-4	-10
C/C(=N\NC(=O)c1ccccc1F)c1ccc2c(c1)Nc1ccccc1S2	23	76	-20	-43	-2	13	0.8	78	3	-7
COc1ccc(NC(=O)c2ccc(OC)cc2)cc1	36	80	-31	-30	3	11	-0.4	91	1	-9
COc1ccc(S(=O)(=O)N2CCC(C(=O)N3CCc4ccccc4C3)CC2)cc1OC	4	82	-46	-34	0	7	-2.1	77	-1	.
CCCCN=C1NC(=O)C(CC(=O)Nc2ccc(Cl)cc2)S1 (stereo unspecified)	36	72	23	-2	-2	-1	-0.2	81	0	-10
Cc1ccc(C(=O)NCc2nnc(SCC(=O)Nc3sc4c(c3C#N)CCCC4)n2C)cc1	9	90	-9	-11	0	-4	-1.9	88	10	-4
O=C(Oc1cccc(-n2cnnn2)c1)c1ccco1	7	94	-2	-3	2	-7	-2.5	97	.	.
Cc1ccc(OCC(=O)NCCO)cc1C	22	107	15	-9	4	-22	-1.7	110	-1	-7
CCCCC(=O)Nc1cccc(NC(=S)NC(C)=O)c1	11	93	8	-12	2	5	-2.3	96	-7	0
Cc1ccc(-c2c(C#N)c(N)n3c(nc4ccccc43)c2C#N)cc1	8	5	-17	-26	-6	3	-4.9	7	-1	-8
CC(=O)c1cnn(-c2nc3c(C)cccc3s2)c1C	5	88	-16	-16	7	5	-2.6	74	0	-30
CCOC(=O)c1sc(Nc2nc3c(F)cccc3s2)cc1C	14	91	16	-18	1	13	-1.7	85	7	-3
O=C(O)/C=C\C(=O)Nc1ccccc1C(=O)N1CCN(c2ccc(Cl)cc2)CC1	8	89	-8	0	1	11	-1.8	83	-1	-11
CC(C)Cc1cc(-c2ccco2)c(C#N)c(N)n1	36	96	.	-49	6	2	-4.9	96	1	-13
COc1cc(NS(=O)(=O)c2ccc(NC(=O)/C(=C/c3ccccc3Cl)NC(=O)c3ccccc3)cc2)nc(OC)n1	4	91	.	-18	-2	-13	-0.5	93	-9	4
CCN(CCCNc1ncnc2nc[nH]c12)c1cccc(C)c1	6	78	12	-48	3	8	-1.3	86	0	-6
O=C(c1cccs1)N(Cc1cccc(Cl)c1)C1CCS(=O)(=O)C1 (stereo unspecified)	3	100	1	-46	0	8	-0.5	103	0	-12
CCc1nn2c(=O)cc(N3CCN(c4cc(C)nc5ccccc45)CC3)nc2s1	5	95	-6	-4	2	-17	-3.2	87	-1	-17
COc1ccc(Cl)cc1NC(=O)[C@@H]1CCCN1C(=O)c1cccs1	6	101	-4	-21	-2	-3	-3.3	89	-6	7
CCCCCCCCOC(=O)/C=C/c1c(C)[nH]c(=O)[nH]c1=O	14	53	.	-37	-1	3	-2.7	63	-12	7

Just Measles CPE and Phagocytosis inh (two entries from above):
Compound	Measles CPE	Phagocytosis inh
O=C(Oc1cccc(-n2cnnn2)c1)c1ccco1	7	.
Cc1ccc(OCC(=O)NCCO)cc1C	22	-1

(cont.)
SMILES	Measles CPE	HCT116 PTEN-null	E-sel TNF inh	BB579 growth dn	NPY Y2 blocker	GALR2 antag	MRP-1 activ	HCT116 bCat-KO	Phagocytosis inh	Yeast life ext
O=C1C2CC=C(Cl)CC2C(=O)N1CC1Cc2ccccc2CO1 (stereo unspecified)	24	83	12	-9	28*	-11	0.4	85	0	10
CN(C)c1ccc(NS(=O)(=O)c2cc(Cl)ccc2Cl)cc1	4	80	-15	-3	-1	9	-2.4	80	-9	11
O=C(CCn1cccc1)N1CCc2ccccc21	14	107	2	-38	10	-9	-0.5	96	.	-8
CCCCC1(CC(=O)OCC)C(=O)N(c2ccccc2)N(c2ccccc2)C1=O	7	80	.	-4	3	2	-1.9	89	-18	1
CC1CCN(S(=O)(=O)c2ccc(S(=O)(=O)NCc3ccco3)cc2)CC1	-2	85	13	-16	-3	-1	-1.9	82	.	.
O=C(CSc1nc2ccccc2c(=O)n1-c1ccc(F)cc1F)c1c[nH]c2ccccc12	1	41	.	-51	-1	0	-3.1	62	-8	0
O=c1c(Cl)c(NCc2ccc(F)cc2Cl)cnn1C12CC3CC(CC(C3)C1)C2	13	65	.	-27	1	2	-2.7	51	-11	-2
CC(C)NC(=O)/C(=C\c1cccc([N+](=O)[O-])c1)NC(=O)c1ccccc1	4	101	2	-42	-2	15	-0.6	127	.	-12
Cc1cccc(C)c1OCc1nc2ccccc2[nH]1	3	82	5	-28	1	-1	-2.6	91	15	-3
CCC(C)OC(=O)C1C(c2ccccc2)C(C(=O)O)C1c1ccccc1 (stereo unspecified)	3	89	16	-10	1	-6	-3.5	84	-1	37*
Cc1ccc(C(C)C)c(OCCN)c1	6	108	.	-69	4	6	-1.0	92	0	-3
N#C/C(=N\Nc1ccccc1Cl)C(=O)c1ccccc1	20	87	-23	-10	6	9	-2.0	83	2	-23
O=C(Nc1cccc(Cl)c1Cl)C1CCN(c2ncccn2)CC1	7	96	.	-49	1	3	-3.0	100	.	-5
CCOC(=O)c1cc(C)n(Cc2ccccc2)c1C	2	98	-9	-42	4	-3	-0.8	94	1	-11
COC(=O)[C@H](CC(C)C)NC(=O)Nc1ccc2c(c1)OCCO2	9	98	-6	-17	-1	11	-0.5	94	0	0
CCN(CCO)C(=O)C(c1ccccc1)c1ccccc1	3	110	9	32	1	3	-0.4	95	-4	-7
Oc1ccc(Nc2ncnc3scc(-c4ccccc4)c23)cc1	10	83	.	-24	8	1	-2.7	76	-5	-2
CCN(CC)S(=O)(=O)c1ccc(Cl)c(NC(=O)COc2ccc3c(C)cc(=O)oc3c2)c1	13	97	29	-13	0	-3	-2.5	82	-1	2
C=CCNC(=S)NCCCCC1NC(=S)N(CC=C)C1=O (stereo unspecified)	27	84	.	-18	1	-1	-3.5	96	-6	2
O=C(CCSc1nc(-c2ccco2)cc(C(F)(F)F)n1)N1CCCc2ccccc21	19	60	-6	-20	-1	-1	-2.9	57	2	-2
Cc1cc(C)nc(N2CCN(c3nc(C)cc(C)n3)CC2)n1	6	103	18	-19	2	6	-0.7	95	-1	-6
CC1CCC(C(C)C)C(OC(=O)CSc2nc(N)cc(=O)[nH]2)C1 (stereo unspecified)	2	77	1	-32	0	-13	-3.9	73	.	-6
O=C(c1nn2c(C(F)(F)F)cc(-c3ccccc3)nc2c1Cl)N1CCOCC1	27	93	-43	-17	4	1	-3.8	90	0	-5
CCN1C(=O)c2cccc3c(S(=O)(=O)Nc4c(C)n(C)n(-c5ccccc5)c4=O)ccc1c23	3	104	-15	-29	13	20	-0.7	97	-1	-9
COc1ccc(NC(=O)CSc2nnnn2-c2ccc(OC)cc2)cc1	5	93	15	-10	-1	6	0.1	94	-1	-8
Cc1ccccc1OCc1nc(-c2ccc(NC(=O)c3cccs3)cc2)no1	5	90	-14	-42	0	3	0.5	87	-4	-4
Cc1ccc(-n2c(SCC(=O)NCc3ccco3)nc3nc4c(cc3c2=O)COC(C)(C)C4)cc1	21	86	41	-32	2	7	-4.5	84	1	0
CCOC(=O)/C=C1\NC(C)(C)Cc2cc(OC)c(O)cc21	10	102	5	-18	-1	11	0.1	89	.	-15
O=C(CN1C(=O)C2CC=C(Cl)CC2C1=O)N1CCOCC1 (stereo unspecified)	3	93	15	-31	1	0	-2.7	88	.	0
CCC(=O)Nc1ccc(Cl)c(NC(=O)c2ccc(Br)o2)c1	10	104	-6	-6	3	0	-1.6	97	0	-16
Nc1ccc(C(=O)c2ccccc2C(=O)O)cc1Cl	4	89	-15	-14	2	-7	-3.0	94	2	-7
O=C(Nc1ccc2c(c1)oc1ccccc12)N1CCOCC1	19	91	3	-13	1	7	0.3	103	-1	-19
Cc1cc(C(=O)CN2CCC(C)CC2)c(C)n1-c1ccc(F)cc1	8	72	.	2	4	2	-2.6	74	-3	8
CCCCCNC(=O)C1CC=CCC1C(=O)O (stereo unspecified)	35	98	-40	-43	-2	6	-0.4	93	.	.
CCCCNC(=O)c1onc(CSc2ccccc2F)c1C(=O)O	13	96	-23	-3	37*	3	-1.1	96	2	0
O=C(CN1CCN(Cc2ccccc2)CC1)NCC1COc2ccccc2O1 (stereo unspecified)	8	84	-9	3	4	5	-2.8	79	.	.
Cn1c(=O)[nH]c(=O)c2c1nc(OC(=O)c1ccccc1)n2CC(O)COc1ccccc1 (stereo unspecified)	6	119	5	-35	0	6	-0.9	93	.	1
COc1cccc(NC(=O)NC2(C(F)(F)F)Oc3ccccc3O2)c1	26	59	8	-41	0	-5	-6.2	52	.	.
CCCCN(C)C(=O)C1CCN(Cc2ccccn2)CC1	10	114	.	-50	0	2	-0.1	103	-1	-7
CCOC(=O)c1cc(-c2ccccc2)n(CCC(=O)N2CCN(c3ccc(OC)cc3)CC2)c1C	8	47	6	-33	5	-13	-2.7	36	.	8
CCCOc1ccc(OCCCCNC(C)CC)cc1 (stereo unspecified)	4	97	-4	-18	2	1	-2.2	86	.	-1
COc1cc(NC(=O)C2C3C=CC(C3)C2C(=O)O)c(OC)cc1Cl (stereo unspecified)	8	91	-15	35	1	1	-3.3	94	-5	-6
COc1ccc(C(=O)Nc2ccc3c(c2)Cc2ccccc2-3)cc1	15	99	12	-29	-1	-9	-2.1	97	-4	-1
COc1cccc(C(=O)Nc2cccc(C(=O)NC3=NN(c4c(Cl)cc(Cl)cc4Cl)C(=O)C3)c2)c1	18	100	-2	-58	1	-1	2.8	104	.	.
CCCc1ccc(Oc2cn[nH]c2-c2ccc(O)c(C)c2O)cc1	8	52	-33	100*	7	8	-3.5	39	0	-15
Cc1oc(-c2ccc3c(c2)OCCO3)cc1C(=O)NC(CCC(=O)O)C(=O)O (stereo unspecified)	3	97	2	9	3	0	-2.0	94	-1	-5
O=C(COC(=O)c1ccc(S(=O)(=O)N2CCOCC2)cc1)NC1CCCC1	6	93	8	-5	0	7	-0.2	86	-3	-6
O=S(=O)(Nc1ccccn1)c1ccc(Cl)cc1	8	100	-12	-21	0	9	-0.1	95	-1	-10
CCn1cc(C(=O)NCC2CCCO2)c(=O)c2cc(S(=O)(=O)N3CCCCCC3)ccc21 (stereo unspecified)	.	84	1	-61	-1	9	-2.1	84	2	-16
Cn1c2ccccc2n2c(=O)c(Cl)c(-c3ccccc3)c(C#N)c12	15	91	16	-1	2	8	-2.7	88	-4	-2
C=CCN(C(=O)Nc1ccc(Cl)cc1)C1CC(=O)N(c2ccc(OC)cc2)C1=O (stereo unspecified)	18	90	5	-26	3	-9	6.6*	100	0	-7
